RGS4-Gao reg: modulators of RGS4 binding to Galphao, primary screen, biochemical, multiplexed bead flow cytometry | Guanine nucleotide-binding protein G(o) subunit alpha (Homo sapiens), P09471 | actives lie on both sides | binding response (% of control), % at 10 µM | 220,000 compounds, 0.33% hits | AID 1415, 2008; in the data active = binding response below about 49% or above about 150%; inactive = in between;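 also: fluorescent Galphao activated with aluminum fluoride binding bead-coupled RGS4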
ABCB1 block: ABCB1 efflux pump inhibitors, primary screen, cell-based, multiplex, flow cytometry, ABCG2 counter-screen; ATP-dependent translocase ABCB1 (Homo sapiens), P08183; CCRF-Adr cells, JC-1 efflux; inhibition, % at 6.6 µM; 190,000 compounds, 0.067% hits; AID 1326, 2008; in the data active = inhibition above about 40%;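 also: 0% = vehicle and 100% = reference inhibitor; higher value means more JC-1 retained so stronger ABCB1 efflux block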
Mcl1-Bid inh: Mcl-1/Bid binding inhibitors, primary screen, biochemical, TR-FRET, 1536-well | AID 1021, 2008 | TR-FRET Mcl-1/Bid-Dy647 peptide binding | inhibition, % at 21.7 µM | 220,000 compounds, 0.97% hits | Induced myeloid leukemia cell differentiation protein Mcl-1 (Homo sapiens), Q07820;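 active = compounds that cut the binding signal by more than half at the single screening dose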;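 also: His-tagged Mcl-1 with europium anti-His antibody binding Bid BH3 peptide; 0% = Mcl-1 plus peptide wells and 100% = peptide-only wells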
ABCG2 block: ABCG2 efflux pump inhibitors, primary screen, multiplex with ABCB1, IgMXP3 cells, flow cytometry | JC-1 efflux | inhibition, % at 6.6 µM | 190,000 compounds, 0.1% hits | AID 1325, 2008;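 active = inhibition above 80%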;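 also: 0% = DMSO and 100% = nicardipine control wells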
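Assay system – ABCG2 IgMXP3 and barcoded ABCB1 CCRF-Adr cell mix · Input – 3 million cells/mL in well · Reagent – JC-1 fluorescent substrate · Compound – single test compound dose, 6.6 µM final · Timing – 10 min exposure at 25 °C with rotation, no wash · Detection – flow cytometry of retained JC-1 fluorescence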
Bim-Mcl-1: inhibitors of Bim peptide binding to Mcl-1, primary screen, biochemical, bead-based flow cytometry, multiplex; Induced myeloid leukemia cell differentiation protein Mcl-1 (Homo sapiens), Q07820; Bim peptide-Mcl-1 binding; inhibition, % at 10 µM; 190,000 compounds, 0.1% hits; AID 1009, 2008; in the data active = inhibition above about 40%;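 also: 0% = no compound tracer wells and 100% = peptide blocker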
Pf gametocyte: late stage P. falciparum gametocyte viability inhibitors, primary screen, ATP luminescence, HTS; 150,000 compounds, 0.065% hits; AID 743093, 2013; P. falciparum stage V gametocytes, 24 h; inhibition, % at 10.9 µM;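 active = inhibition above the mean plus 3 SD of compounds within the control limits, set per campaign, cut at about 38% in these data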;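 also: 0% = DMSO wells and 100% = medium only without gametocytes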
GSH bead fluor: compound fluorescence on glutathione beads, profiling panel, artefact control, biophysical, 488/530 nm, flow cytometry; GSH beads flow cytometry, compound fluorescence 488/530 nm; active compounds read high; fluorescence (KMESF) at 10 µM; 190,000 compounds, 0.25% hits; AID 1776, 2009; in the data active = fluorescence above about 89;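 also: glutathione beads carrying GST-tagged Bcl family fusion proteins plus one bare bead set; values are compound well signal with DMSO vehicle wells as background; inactives centre near 16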
RGS8-Gao reg: RGS8-Galphao binding modulators, primary screen, biochemical, multiplexed bead flow cytometry. response (percent of control binding), % at 10 µM. Guanine nucleotide-binding protein G(o) subunit alpha (Homo sapiens), P09471. actives lie on both sides. AID 1423, 2008. 220,000 compounds, 0.34% hits; in the data active = response below about 60% or above about 140%; inactive = in between;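 also: Galphao activated as the GDP aluminium fluoride complex binding bead-coupled RGS8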
Avidin bead fluor: green autofluorescence of compounds with avidin beads – biophysical, 488/530 nm, flow cytometry, artefact control, profiling panel; compound fluorescence 488/530 nm; active compounds read high; fluorescence (KMESF) at 10 µM; 220,000 compounds, 0.38% hits; AID 1775, 2009; in the data active = fluorescence above about 47; also: inactives centre near 10
RGS7-Gao reg: RGS7-Galphao binding modulators, primary screen, biochemical, multiplexed bead flow cytometry. Guanine nucleotide-binding protein G(o) subunit alpha (Homo sapiens), P09471. actives lie on both sides. binding response (% of control), % at 10 µM. 220,000 compounds, 0.35% hits. AID 1439, 2008; in the data active = binding response below about 49% or above about 150%; inconclusive = no clear call, values can overlap the other calls; inactive = in between;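 also: fluorescent Galphao held in activated GDP-AlF4 state binding bead-coupled RGS7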
Mcl1-Noxa inh: Mcl-1/Noxa binding inhibitors, primary screen, biochemical, TR-FRET, 1536-well. inhibition, % at 21.7 µM. TR-FRET Mcl-1/Noxa peptide binding, 2 h. AID 1022, 2008. 220,000 compounds, 1.5% hits. Induced myeloid leukemia cell differentiation protein Mcl-1 (Homo sapiens), Q07820;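 active = compounds that cut the protein-peptide binding signal by more than 50% relative to plate controls in a single-dose test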;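 also: His-tagged Mcl-1 with rhodamine Noxa BH3 peptide and terbium anti-His antibody; 0% = Mcl-1 plus Noxa peptide wells and 100% = peptide-only wells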
Active calls of the source: *; u = inconclusive; x = no result given.

SMILES | RGS4-Gao reg | ABCB1 block | Mcl1-Bid inh | ABCG2 block | Bim-Mcl-1 | Pf gametocyte | GSH bead fluor | RGS8-Gao reg | Avidin bead fluor | RGS7-Gao reg | Mcl1-Noxa inh
O=C(c1ccccc1)N1CCN(c2ncnc3c(-c4ccccc4)nsc23)CC1 | 69 | -1.8 | -9 | 17 | -2 | 23 | 14 | 63 | 2 | 54 | 7
CCOc1ccc(N2C(=O)CC(SC(=NC)Nc3ccc(F)cc3)C2=O)cc1 (stereo unspecified) | 90 | 1.4 | 16 | 10 | -29 | x | 36 | 79 | 5 | 92 | 24
Cn1c(Cc2ccccc2)[n+](C)c2ccccc21 | 99 | 2.9 | -12 | 8 | -2 | 14 | 17 | 100 | 9 | u | -3
N/C(=N\OC(=O)COc1ccc(Cl)cc1)c1cccnc1 | 106 | 0.7 | 6 | 6 | -4 | 2 | 10 | 112 | 5 | 104 | 6
OC(Cn1cncn1)c1ccc(Cl)cc1 (stereo unspecified) | 104 | -0.2 | -31 | -1 | 0 | -12 | 22 | 100 | 7 | 100 | 1
O=C(N/N=C1\CCCc2ccccc21)c1ccc([N+](=O)[O-])cc1 | 88 | -0.1 | 16 | 0 | -3 | 0 | 28 | 80 | 4 | 89 | 16
CCC(CC)C(=O)Nc1ccccc1NC(C)=O | 102 | 0.1 | 9 | 0 | -1 | x | 16 | 106 | 10 | 98 | 2
CSc1nc2c(c(=O)n1-c1ccc(F)cc1)SCC2 | 102 | -0.2 | -23 | 0 | 1 | x | 19 | 105 | 7 | 107 | -28
Cc1ccc(-c2csc(NC(=O)c3ccc(C)o3)n2)cc1 | 102 | 1.1 | 0 | 20 | -7 | -10 | 12 | 105 | 4 | 97 | 11
Cc1ccc(S(=O)(=O)NCC(=O)N2CCN(c3ccccn3)CC2)cc1 | 104 | 0.4 | -24 | 1 | 1 | x | 44 | 97 | 8 | 106 | -9
Cc1ccccc1CSc1nc2c(c(=O)[nH]1)CCC2 | 102 | 0.9 | -26 | 20 | -1 | x | 32 | 103 | 12 | 102 | 3
Cc1ccc2c(C)nc(SC(C(=O)c3ccccc3)c3ccccc3)nc2c1 (stereo unspecified) | 106 | -0.6 | 13 | -4 | 0 | -14 | 9 | 117 | 4 | 102 | -6
CCN(CC)c1ccc(C(=O)Nc2cccc(F)c2)cc1 | 104 | 0.6 | -43 | 6 | 1 | x | 11 | 101 | 8 | 101 | 1
Cc1nn(Cc2ccccc2)c(C)c1C(=O)OCC(=O)c1cc(C)n(CC(F)(F)F)c1C | 98 | 1.7 | -13 | 37 | -2 | x | 35 | 100 | 13 | 99 | -6
N#C/C(=N\Nc1cccc(C(F)(F)F)c1)C(=O)c1csc(-c2cccnc2)n1 | 99 | x | 4 | x | x | -16 | x | 98 | 7 | u | 23
c1ccc(-n2cnnc2SCc2cn3ccsc3n2)cc1 | 105 | 0.8 | -15 | 1 | 1 | 10 | 18 | 103 | 32 | 101 | -7
COCCCn1cc(C(=O)c2cc(OC)ccc2OCC(=O)Nc2cc(C)on2)cc(C#N)c1=O | 99 | 0.4 | -26 | 9 | -2 | x | 37 | 101 | 15 | 97 | 13
Cc1cc(/C=C(/C#N)c2nc3ccccc3[nH]2)c(C)n1-c1ccccc1C(=O)O | 106 | 0.0 | -64 | 0 | 0 | -7 | 13 | 99 | 7 | 105 | 31
CCCCCc1cc(=O)oc2c(C(CCN3CCN(c4ccccc4)CC3)c3ccc4c(c3)OCO4)c(OC)cc(OC)c12 (stereo unspecified) | 98 | x | -62 | x | x | 9 | x | 97 | 8 | u | -5
CCN(Cc1cc2ccc(C)cc2[nH]c1=O)C(=O)c1ccncc1 | 105 | 0.4 | -4 | 1 | -2 | x | 28 | 100 | 16 | 101 | 7
COc1ccc(C(=O)Nc2ccc3c(c2)OCCO3)cc1 | 104 | 0.1 | -5 | 1 | -1 | x | 16 | 103 | 7 | 105 | -6
O=C(NCc1nc2ccccc2[nH]1)c1ccc(S(=O)(=O)N2CCOCC2)cc1 | 113 | 0.3 | -33 | 2 | -1 | x | 21 | 120 | 12 | 115 | -9
O=C(ONC1=NCCCCC1)c1c(F)cccc1F | 96 | -0.3 | 1 | -1 | -2 | x | 17 | 99 | 7 | 93 | -9
CC1(C)CC(=O)C(C2=NC3(CCCCCC3)Cc3ccccc32)=C(O)C1 | 74 | x | -17 | x | x | 7 | x | 89 | 2 | u | -8
O=C(Nc1cccc(-c2cn3c(n2)SCC3)c1)c1ccc(Br)o1 | 99 | 0.0 | -42 | 0 | 5 | x | 20 | 107 | 32 | 101 | 16
COc1ccc(Nc2nc(-c3cccc([N+](=O)[O-])c3)nc3ccccc23)cc1 | 99 | 0.1 | 13 | 9 | 0 | -16 | 8 | 105 | 14 | 99 | 24
O/N=C/c1ccccc1Oc1ccc(Cl)cc1 | 96 | 0.7 | -13 | 5 | -5 | 34 | 11 | 98 | 2 | 89 | 9
COCCNC(=O)Cn1c(=O)n(Cc2ccco2)c(=O)c2ccccc21 | 101 | 0.1 | -23 | 0 | -1 | x | 22 | 99 | 40 | 103 | -3
COC(=O)CSc1nc2cc3c(cc2cc1C)OCCO3 | 97 | -2.1 | -22 | 10 | 2 | x | 13 | 102 | 7 | 99 | -5
O=C(NCc1ccccc1)c1nc[nH]c1C(=O)NCc1ccccc1 | 100 | -1.4 | -25 | 22 | -1 | 9 | 15 | 99 | 8 | 96 | 6

New compounds follow
SMILES | RGS4-Gao reg | ABCB1 block | Mcl1-Bid inh | ABCG2 block | Bim-Mcl-1 | Pf gametocyte | GSH bead fluor | RGS8-Gao reg | Avidin bead fluor | RGS7-Gao reg | Mcl1-Noxa inh
COc1ccccc1NC(=O)Cn1nnc2sc3c(c2c1=O)CC(C)(C)OC3 | 96 | x | -21 | x | x | -20 | x | 99 | 3 | u | -19
O=c1oc(-c2cccc(Cl)c2)nc2c1cnn2-c1ccccc1 | 101 | -0.1 | -10 | 0 | 1 | x | 5 | 102 | 7 | 103 | 10
N#C/C(=C\c1ccc(-c2cccc([N+](=O)[O-])c2)o1)C(=O)NCCN1CCOCC1 | 98 | 1.7 | -38 | 39 | 0 | -28 | 15 | 100 | 9 | u | 18
CCOC(=O)CN(C)Cc1c[nH]c2ccccc12 | 101 | 0.2 | 29 | 6 | -3 | x | 21 | 104 | 41 | 104 | 10
O=C(CC1(O)C(=O)N(Cc2ccccc2)c2ccccc21)c1ccc2c(c1)OCO2 (stereo unspecified) | 101 | 0.4 | -19 | 0 | 24 | -30 | 36 | 102 | 2 | 100 | 1
Cc1nc(N)c(Br)c(C)c1Br | 102 | 0.3 | 4 | 3 | -1 | 6 | 67 | 99 | 12 | 102 | 10
Fc1ccc(-n2c(CN3CCCCC3)n[nH]c2=S)cc1 | 98 | -2.7 | -41 | -2 | -3 | x | 14 | 99 | 21 | 103 | 20
CCOc1ccccc1N(C(=O)CNC(=O)c1ccco1)C(C(=O)NC1CCCC1)c1cccnc1 (stereo unspecified) | 104 | 0.5 | -14 | 1 | 0 | x | 41 | 100 | 7 | 102 | -1
Cc1cc2ncn(C(=O)N3CCCCC3)c2cc1C | 104 | -2.1 | 1 | -3 | 0 | 5 | 38 | 104 | 6 | 104 | 12
CCCCNC(=O)NNC(=O)COc1cc(C)cc(C)c1 | 100 | 0.6 | -5 | 1 | 1 | x | 6 | 102 | 2 | 99 | 18
CCN1C(=O)/C(=C2\SC(=S)N(CC3CCCO3)C2=O)c2ccccc21 (stereo unspecified) | 98 | 0.5 | -31 | 4 | -1 | x | 54 | 101 | 11 | 105 | 15
O=C(Nc1ccc(S(=O)(=O)Nc2ccccc2)cc1)C1COc2ccccc2O1 (stereo unspecified) | 103 | 0.2 | 6 | 5 | -4 | x | 15 | 100 | 7 | 100 | 20
c1ccc(-n2nnnc2NC2CCCCC2)cc1 | 100 | 0.1 | 0 | 1 | 0 | -1 | 17 | 101 | 28 | 99 | 20
CC(C)(CSc1ccccn1)NS(=O)(=O)c1ccc(Cl)cc1 | 96 | 0.7 | -20 | 2 | -3 | x | 7 | 101 | 12 | 100 | -3
CCc1cc2c(=O)[nH]cnc2s1 | 98 | 0.2 | 1 | 1 | -2 | x | 22 | 98 | 5 | 95 | 4
COc1cccc(NC(=O)COC(=O)COc2ccccc2[N+](=O)[O-])c1 | 99 | -1.2 | -2 | 5 | -3 | 18 | 21 | 103 | 12 | 103 | 16
COc1ccc(C)cc1-n1c(-c2ccncc2)n[nH]c1=S | 105 | 0.0 | 2 | 0 | -4 | x | 31 | 108 | 15 | 103 | 15
Cc1c(Nc2nc(C(F)(F)F)nc3ccccc23)c(=O)n(-c2ccccc2)n1C | 105 | 0.1 | -29 | -2 | 0 | 6 | 19 | 104 | 5 | 102 | 16
CSc1nc(N(C)C)c2ccccc2n1 | 102 | 0.1 | -21 | 4 | 1 | -19 | 12 | 100 | 11 | 107 | 1
CCc1cc(/C(Cc2ccccn2)=N\Nc2ccccc2)c(O)cc1O | 99 | -0.1 | -58 | 1 | 0 | -19 | 20 | 100 | 10 | 102 | 6
CCOC(=O)c1c(C)[nH]c(=S)c(C#N)c1-c1ccccc1 | 102 | -5.2 | -35 | -12 | -7 | -29 | 7 | 100 | 2 | 106 | 22
CCCc1nc(SCC(=O)N2CCc3ccccc32)c2c(C)c(C)sc2n1 | 105 | 0.3 | -5 | 2 | -2 | x | 23 | 106 | 5 | 106 | -14
CS(=O)(=O)N1CCC(C(=O)N2CCN(c3ccccc3)CC2)CC1 | 102 | 0.9 | -10 | 1 | -1 | 0 | 25 | 101 | 9 | 104 | 12
Cc1cc2cc(C#N)c(N3CCN(S(C)(=O)=O)CC3)nc2cc1C | 101 | 0.2 | -19 | 0 | -3 | -6 | 11 | 97 | 6 | 101 | 18
S=c1[nH]nc(-c2cccc(Cl)c2)n1CCN1CCCCC1 | 102 | x | 95* | -1 | -2 | 4 | 10 | 100 | 6 | 100 | -3

High-throughput results deposited in PubChem by several laboratories.
